# Screening data deposited in PubChem by Sanford-Burnham Center for Chemical Genomics.
# CYP2C19 inhib = blockers of cytochrome P450 2C19 activity – biochemical, luminescence, ADME assay, primary screen; P33261; 96,000 compounds, 21% hits; CYP2C19 Supersomes, luciferin-H EGE luminescence, 30 min; inhibition, % at 5 µM;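 active = CYP2C19 inhibition above a set limit at 5 µM in the primary screen, cut at about 50% in these data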;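 note: plate controls were negative control wells for no effect and 2.5 mM tranylcypromine positive control for full effect; values of inactives mirror those of a sister screen read the other way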
# CYP2C9 act = human CYP2C9 activators, primary screen, biochemical, luminescence | Cytochrome P450 2C9 (Homo sapiens), P11712 | recombinant CYP2C9, luciferin-H conversion; active compounds read high; factor 1 = untreated enzyme, 0 = blocked | activation factor at 5 µM | 96,000 compounds, 1.4% hits | AID 1024, 2008;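 active = activation factor of 2 or more for CYP2C9 at a 5 µM dose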;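 note: 0 = sulfaphenazole-blocked wells and 1 = vehicle-only wells; values of inactives mirror those of a sister screen read the other way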
# Pyk2 oligo antag = antagonists of Pyk2 self-association, primary screen, Q293 cells, FERM NanoBiT luminescence, HTS; Protein-tyrosine kinase 2-beta (Homo sapiens), Q14289; active compounds read low; z-score (the deposit names both 25 µM and 10 µM); 99,000 compounds, 0.83% hits; AID 1347419, 2020;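 active = Z-score of -3 or lower, scaled per plate to the spread of control and sample wells; inactive = z-score above -3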;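 note: negative z-score means lost luminescence so less FERM oligomerization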
# Mac1 fbg inh = inhibitors of CD11b/CD18 adhesion to fibrinogen, primary screen, K562 cells, luminescence; AID 1497, 2009; Integrin beta-2 (Homo sapiens) + Integrin alpha-M (Homo sapiens), P05107+P11215; 93,000 compounds, 0.54% hits; inhibition, % at 10 µM; ATPlite luminescence; Mn2+ added to activate the integrin;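 active = primary inhibition of 50% or more at 10 µM, then 40% or more on retest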; note: some results filed as inactive read as strong as hits
# Target sequence (P05107 whole entry, looked up, other chains not shown): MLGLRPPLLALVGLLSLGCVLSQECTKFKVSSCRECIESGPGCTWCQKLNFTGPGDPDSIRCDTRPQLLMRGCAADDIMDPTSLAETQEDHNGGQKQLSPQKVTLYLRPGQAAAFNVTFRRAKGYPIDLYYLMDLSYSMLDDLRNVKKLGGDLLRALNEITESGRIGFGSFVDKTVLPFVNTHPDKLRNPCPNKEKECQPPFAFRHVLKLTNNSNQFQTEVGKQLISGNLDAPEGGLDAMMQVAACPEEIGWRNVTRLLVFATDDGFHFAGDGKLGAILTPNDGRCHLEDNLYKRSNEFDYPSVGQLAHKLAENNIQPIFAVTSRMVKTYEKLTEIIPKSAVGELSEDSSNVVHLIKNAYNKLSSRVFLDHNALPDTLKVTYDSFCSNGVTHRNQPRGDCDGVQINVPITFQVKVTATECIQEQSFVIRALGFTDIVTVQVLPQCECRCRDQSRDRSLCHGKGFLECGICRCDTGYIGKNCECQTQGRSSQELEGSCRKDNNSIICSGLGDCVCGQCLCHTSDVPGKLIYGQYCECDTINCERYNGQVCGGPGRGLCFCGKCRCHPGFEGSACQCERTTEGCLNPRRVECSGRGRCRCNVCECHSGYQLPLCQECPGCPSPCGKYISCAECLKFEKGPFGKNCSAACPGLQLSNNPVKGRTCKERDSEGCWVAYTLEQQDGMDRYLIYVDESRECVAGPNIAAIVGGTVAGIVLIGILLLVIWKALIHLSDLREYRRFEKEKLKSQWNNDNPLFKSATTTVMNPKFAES
# CYP2C9 inh = blockers of cytochrome P450 2C9 activity – biochemical, luminescence, ADME assay, primary screen | 96,000 compounds, 20% hits | P11712 | AID 777, 2007 | inhibition, % at 5 µM | CYP2C9 Supersomes, luciferin-H conversion;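 active = blocking of liver enzyme CYP2C9 beyond about 50% at 5 µM, limit read from the data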; note: values of inactives mirror those of a sister screen read the other way
# MT1-MMP txn act = MT1-MMP promoter reporter activation – cell-based, luciferase luminescence, primary screen; HT1080 MT1-MMP promoter luciferase reporter, overnight; active compounds read high; activation factor at 10 µM; 86,000 compounds, 0.16% hits; AID 750, 2007;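 active = activation factor of at least 2 for MT1-MMP transcription at 10 µM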
# CD11b adhes enh = enhancers of CD11b/CD18 adhesion to fibrinogen, primary screen, K562 cells, luminescence. ATPlite luminescence. activation, % at 10 µM. 93,000 compounds, 0.07% hits. AID 1499, 2009;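 active = 10 µM primary screen giving 50% or more activity, confirmed by 40% or more on retest at that dose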; note: strong numbers were not always called active; reference of the scale not given here
# PLAP activator = PLAP enzyme activators, biochemical, luminescence, HTS | purified PLAP enzyme, luminescent substrate read-out; active compounds read high | activation fold at 20 µM | 96,000 compounds, 1.2% hits | AID 696, 2007; in the data active = activation fold above about 2
# CYP2C19 activ = human CYP2C19 activators, primary screen, biochemical, luminescence; 96,000 tested, under 10 active; recombinant CYP2C19, luciferin-H EGE luminescence; active compounds read high; 0 = fully inhibited enzyme, 1 = untreated enzyme; AID 1025, 2008; Cytochrome P450 2C19 (Homo sapiens), P33261; activation factor at 5 µM;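 active = activation factor of at least 2 at 5 µM in the primary screen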;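 note: 0 = wells with 2.5 mM tranylcypromine and 1 = vehicle-only wells; values of inactives mirror those of a sister screen read the other way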
# Numbers without * were called inactive; · = no result given. Compounds as they come. Share with any hit: about 31%.
SMILES,CYP2C19 inhib,CYP2C9 act,Pyk2 oligo antag,Mac1 fbg inh,CYP2C9 inh,MT1-MMP txn act,CD11b adhes enh,PLAP activator,CYP2C19 activ
COCCNC(=O)C(c1ccc(C)o1)N(C(=O)c1snc(C(N)=O)c1N)c1cc(C)cc(C)c1 (centres undefined),65.9*,0.4,-2.26,5.1,55.8*,1.2,1.8,1.5,0.3
O=C1c2[nH]nc(-c3ccccc3O)c2C(c2ccc(F)cc2)N1CC1CCCO1 (centres undefined),22.5,0.8,-0.03,-4.9,15.1,1.2,-2.1,1.8,0.8
COc1ccccc1OC(=O)c1ccc2nsnc2c1,19.7,0.8,1.53,·,18.3,1.3,·,1.3,0.8
Cc1ccc2nc(C)cc(OCC(=O)O)c2c1,-11.5,1.1,0.71,5.5,-6.6,1.1,-3.9,0.9,1.1
COCCCNC(=O)c1cc2c(=O)n(C)c3ccccc3c2n1C,-4.2,0.8,·,-5.4,16.0,1,-2.9,1.1,1
O=C(CN1CCc2ccccc2C1)N1CCN(S(=O)(=O)c2ccccc2)CC1,47.7,0.7,0.07,-68.3,28.1,1.2,4.3,1.4,0.5
O=C(Cn1ncc2c(=O)oc3ccccc3c21)N1CCN(c2ccccn2)CC1,-5.4,1,-0.51,-2.8,4.1,1,0.8,0.9,1.1
Cc1ccc(CNC(=O)C2CCN(S(=O)(=O)c3cnc[nH]3)CC2)cc1,15.9,0.1,0.79,8.7,89.7*,1.1,-0.2,1.4,0.8
COC(=O)c1cc(COc2ccc3c4c(c(=O)oc3c2)CCC4)c(C)o1,37.7,0.9,·,-3.1,8.6,1,2.9,0.9,0.6
CC1(C)CC(=O)C2=C(C1)Nc1[nH]n(-c3ccccc3)c(=O)c1C2c1ccc2c(c1)OCO2 (centres undefined),54.6*,0.6,-1.31,-22.7,43.8,1,25.8,1.5,0.5
COc1ccc(NC(=O)C2CCN(C(=O)c3cccs3)CC2)cc1,-5.9,1.2,1.92,9.8,-20.2,1.1,-6.3,1,1.1
Cc1nn(C)cc1C(=O)Nc1cc(Oc2ccc(Cl)cc2)cc([N+](=O)[O-])c1,-15.3,0.5,0.13,22.8,51.5*,·,-5.6,0.9,1.2
CN1CCC(=NNC(=O)c2ccco2)CC1,5.6,0.9,0.66,3.4,5.4,·,-5.7,1,0.9
Cc1nn(-c2ccccc2)c(C)c1C(=O)OCC(=O)NCc1ccco1,18.4,0.7,-0.04,-17.0,26.3,1.1,2.9,1.3,0.8
Cc1n[nH]c(C)c1Sc1ccccc1N=Cc1cc(Cl)cc([N+](=O)[O-])c1O,19.3,0.7,-0.52,57.3*,26.2,1.1,-5.5,1,0.8
CCOC(=O)C1=C(c2ccccc2)O/C(=C(/C(=O)OC)C(F)(F)F)S1,11.1,0.8,0.04,0.1,20.8,1.1,11.1,1.1,0.9
Cc1cc(NC(=O)CN2CCCC(C)C2)n(-c2nc3ccccc3s2)n1 (centres undefined),-3.6,0.8,0.8,-9.1,22.2,1.2,27.0,0.8,1
CC(C)(C)C(=O)NC1CCN(S(=O)(=O)c2cccc(C(F)(F)F)c2)CC1,80.9*,1.2,0.78,-0.5,-18.8,1,-1.3,1.3,0.2
CCn1c(SCC(=O)c2ccc(C)cc2)nnc1-c1ccoc1C,97.6*,0.7,0.07,5.2,34.7,1.1,0.5,1.4,0
COCCCN1C(=O)C(O)=C(C(=O)c2ccco2)C1c1cccc(Br)c1 (centres undefined),-12.4,0.8,-0.1,1.0,16.9,1,-2.5,1.3,1.1
CCc1ccccc1NC(=O)CSc1nnc([C@@H]2CCCN2C(=O)OC(C)(C)C)o1,28.7,0.9,0.66,32.1,14.3,1.1,3.5,2.1*,0.7
CCN(CC(=O)NCc1cccs1)c1ccc(S(=O)(=O)N2CCOCC2)cn1,-4.7,0.4,-0.55,-5.5,57.3*,1,-1.4,1,1
Cc1cc(C)nc(Sc2ccc3nnc(C(F)(F)C(F)(F)C(F)(F)F)n3n2)n1,58.1*,0.4,-0.52,-1.7,63.4*,1.1,6.9,1.4,0.4
CC(=O)N(C(C)=O)c1ccc2nc(C)[nH]c(=O)c2c1,9.6,0.9,-0.56,-8.9,9.8,1.2,-3.4,0.9,0.9
COc1ccc(Sc2cnn(-c3ccccc3)c(=O)c2Cl)cc1,35.4,0.1,0.89,3.6,85.2*,·,3.2,1,0.6
O=C(CN1C(=O)c2ccccc2S1(=O)=O)Nc1ccc(S(=O)(=O)N2CCCCC2)cc1,3.2,0.4,0.19,5.3,61.6*,1,2.7,1.3,1
O=C(c1ccccc1)c1cncc(Br)c1,10.6,0.9,-0.02,-0.6,7.4,1.1,0.5,0.9,0.9
COCC(=O)NCc1nc2ccccc2n1Cc1ccccc1F,10.1,1,1.16,-6.3,-4.6,1.2,2.4,1.1,0.9
O=C(NCC1CCCCC1)C1CCN(C(=O)NC2CCCCC2)CC1,20.5,0.6,0.02,-1.2,36.8,1,-1.4,1,0.8
CCOc1cc(C(=O)NCCOC)cc(OCC)c1OCC,2.2,1,1.1,-18.9,3.8,1.1,0.1,1,1
Cc1ccc2c(CN3C(=O)NC(C)(c4ccc5c(c4)OCO5)C3=O)cc(=O)oc2c1 (centres undefined),92.3*,0,-1.71,15.9,98.3*,1.1,-1.9,1.7,0.1
CCC(=O)Nc1cccc(NC(=O)CSc2nnc(-c3ccc(NS(C)(=O)=O)cc3)n2CC)c1,35.6,0.5,0.47,2.4,54.2*,1.1,-0.9,1.4,0.6
Cc1ccc(S(=O)(=O)CC(=O)NC2CC2)cc1,-18.0,1.3,-0.28,6.9,-34.6,1.2,0.8,0.9,1.2
O=C1c2ccccc2C(O)N1c1ccc(Cl)cc1 (centres undefined),7.0,1.1,·,1.7,-9.8,1.3,3.1,0.8,0.9
COc1ccc(CCN(C(=O)c2cccc(F)c2)C2CC(=O)N(c3ccc(OC)cc3)C2=O)cc1 (centres undefined),67.4*,0.5,-1.36,-11.7,53.3*,·,4.4,1.5,0.3
COC(=O)c1c(NC(=O)c2ccco2)sc(C(=O)Nc2ccc(F)cc2)c1C,2.9,0.8,0.26,-2.4,23.6,1.2,-2.2,0.9,1
Cc1cc(-n2c(C)cc(C(=O)CN3C(=O)NC4(CCCCC4C)C3=O)c2C)no1 (centres undefined),12.4,1.1,-0.67,-12.8,-12.6,1.2,-1.3,1.4,0.9
COc1ccccc1OC(C)C(=O)Nc1nc(-c2ccc(S(=O)(=O)N3CCOCC3)cc2)cs1 (centres undefined),37.0,0.1,-0.03,-2.8,93.3*,1,8.1,1.2,0.6
Cc1csc(SCCn2c(N3CCCC3)nc3c2c(=O)[nH]c(=O)n3C)n1,26.6,0.6,-0.81,-49.4,41.9,1.1,-1.2,0.9,0.7
CC1C(=O)C(C)C(c2cccs2)NC1c1cccs1 (centres undefined),92.5*,0.8,0.33,-36.3,15.3,1,6.2,0.8,0.1
O=C(NCc1cccs1)c1csc2c1CCCCC2,31.0,2.5*,-0.57,26.2,-150.3,1.2,-1.2,1.1,0.7
CCNc1nc(C)c2cc(Br)c(=O)n(CC)c2n1,8.4,1,2.2,-19.3,3.1,0.9,-2.8,0.9,0.9
c1ccc2c(c1)oc1c(Nc3ccc(CN4CCOCC4)cc3)ncnc12,59.8*,0.8,-0.02,13.4,17.1,1.1,6.7,1.4,0.4
CS(=O)(=O)N1CCN(CC2CC3C=CC2C3)CC1 (centres undefined),4.8,1,1.33,-40.0,-0.9,1.1,3.0,0.9,1
CN(CCC#N)S(=O)(=O)c1ccc2c(c1)c(=O)n(C)c(=O)n2C,-3.8,0.6,-0.49,-45.8,44.2,·,-1.9,0.9,1
COc1ccc(C2C(C(=O)OCC(=O)NC(C)(C)C)CCC(=O)N2c2ccc(C)cc2)cc1OC (centres undefined),13.4,0.7,-0.96,-13.9,25.9,·,-0.1,1.7,0.9
O=S(=O)(c1ccccc1)n1ccc2ccccc21,36.2,2.4*,-0.28,-0.5,-138.5,1.3,-0.1,0.8,0.6
O=C(CSc1nnnn1-c1cccnc1)Nc1ccc(OCc2ccccc2)cc1,13.7,0.5,-0.62,-0.4,46.6,·,2.1,0.9,0.9
CCOCCOCCC(C(=O)O)P(=O)(c1ccccc1)c1ccccc1 (centres undefined),-2.4,1.1,1.01,-5.2,-7.7,1.2,1.6,1.2,1
CCOc1cc(C)c(C(C)C)cc1S(=O)(=O)N1CCN(C)CC1,-10.8,1.5,0.71,27.5,-47.8,1.1,-0.9,1.5,1.1
O=C(CN1CCN(C(=O)c2ccco2)CC1)Nc1ccccc1-c1ccccc1,75.6*,0.2,0.54,1.9,80.0*,1.1,0.3,1.4,0.2
CC(=O)C1=C(C)Nc2ncnn2C1c1ccccc1Cl (centres undefined),3.6,0.9,-0.65,-12.2,12.8,1.2,-0.3,1,1
CCN(CC)S(=O)(=O)c1cccc(C(=O)Nc2cccc(C)c2)c1,44.4,0.7,0.56,10.6,32.4,1.7,2.3,0.8,0.6
COCCn1c(COC)nc2ccccc21,5.3,0.9,1.82,5.2,12.1,1,2.9,0.9,0.9
COc1ccc2nc(NC(=O)CNS(=O)(=O)c3cccs3)sc2c1,63.6*,0.9,-0.28,4.5,7.3,1.1,-0.2,2.5*,0.4
CC(=O)c1ccc(S(=O)(=O)N(Cc2cc3cc4c(cc3[nH]c2=O)OCCO4)CC2CCCO2)cc1 (centres undefined),2.9,1.1,0.12,2.4,-7.2,1.3,-3.4,0.9,1
COc1ccc(-c2nc(CS(=O)CC(=O)N3CCCC3)c(C)o2)cc1 (centres undefined),21.3,0.3,·,13.2,70.6*,1.1,-1.2,1.5,0.8
CCOC(=O)N1CCN(C(=O)c2ccc3c(SCC(=O)O)c4c(nc3c2)CCC4)CC1,2.2,0.7,·,-1.8,27.9,1.1,-2.4,1.4,1
CC(C)CNS(=O)(=O)c1cc(C(=O)N2CC(C)OC(C)C2)c(Cl)cc1Cl (centres undefined),11.8,0.9,1.08,20.8,13.9,1.1,5.6,1.2,0.9
CCOC(=O)c1c(NC(=O)CNCCO)sc(C)c1C,33.1,0.3,0.92,-4.1,65.2*,1.4,-2.5,1.9,0.7
# More structures follow:
SMILES,CYP2C19 inhib,CYP2C9 act,Pyk2 oligo antag,Mac1 fbg inh,CYP2C9 inh,MT1-MMP txn act,CD11b adhes enh,PLAP activator,CYP2C19 activ
N#Cc1ccccc1NC(=O)CSc1nnc(-c2ccccc2)n1-c1ccccc1,35.8,0.2,-1.43,-3.0,78.0*,1.3,1.0,1.1,0.6
OC(COCC1COc2ccccc2O1)CN1CCc2ccccc2C1 (centres undefined),27.0,0.9,-0.39,·,5.1,1.1,·,1.4,0.7
Nn1c(SCc2nc3ccccc3[nH]2)nnc1-c1ccccc1,14.2,1.4,0.23,·,-36.0,1.1,·,1.8,0.9
CCN(C(=O)COC(=O)c1[nH]c(C)c(C(C)=O)c1C)C1CCS(=O)(=O)C1 (centres undefined),-4.6,0.9,0.27,-13.6,9.8,1.1,0.4,1,1
O=C(CCOc1ccccc1)OCC(=O)c1cc2ccccc2o1,70.3*,0.4,1.18,10.4,64.9*,1.2,-0.9,1.1,0.3

# Record cards, from the list above. Screens in order: CYP2C19 inhib, CYP2C9 act, Pyk2 oligo antag, Mac1 fbg inh, CYP2C9 inh, MT1-MMP txn act, CD11b adhes enh, PLAP activator, CYP2C19 activ
# Nn1c(SCc2nc3ccccc3[nH]2)nnc1-c1ccccc1 is entered as 14.2, 1.4, 0.23, ·, -36.0, 1.1, ·, 1.8, 0.9
# OC(COCC1COc2ccccc2O1)CN1CCc2ccccc2C1 (centres undefined) is entered as 27.0, 0.9, -0.39, ·, 5.1, 1.1, ·, 1.4, 0.7
